RXFP1 agonist = RXFP1 (human) receptor agonism; Potency, µM (top dose mostly 57.5 µM), without a hit: top-dose activation, hits mostly activators; Q9HBX9; HEK293T-RXFP1 cAMP TR-FRET, 30 min; response scale: percent of porcine relaxin response, buffer zero; hit rate 0.3% among 370,000; AID 2676; also: potency is read from the fitted curve at half-maximal effect; % is scaled to controls: 0 for no effect and ±100 for the full control effect; nearly all actives have a fitted effect of over 60% in size; many of its hits are not listed in these tables
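HEK293T cells stably expressing RXFP1 were pretreated with the PDE4 inhibitor Ro 20174, exposed to compounds for 30 min at 37C, lysed, and cAMP was read by TR-FRET. Data normalized to buffer (basal) and 29 nM porcine relaxin (100%).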
RXFP1 antag = RXFP1 (human) relaxin receptor antagonism | hit rate 0.59% among 350,000 | activity change, negative = inhibition, % at 57.5 µM | HEK293-RXFP1, relaxin-stimulated cAMP HTRF, 30 min; active compounds read low;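 active = activity change of -60% or lower, but not beyond a set lower limit; inconclusive = change between -60% and -40%, or beyond the set limit; inactive = change above -40%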; also: % is scaled to controls: 0 for no effect and ±100 for the full control effect
Apoferritin bind = binds horse apoferritin like a general anesthetic; P02791; apoferritin/1-aminoanthracene competitive binding, fluorescence; hit rate 0.074% among 350,000; Potency, µM (doses to about 77.5 µM), without a hit: at the highest dose activity change, negative = displacement, hits mostly inhibitors; AID 485281; also: potency is read from the fitted curve at half-maximal effect; % is scaled to controls: 0 for no effect and ±100 for the full control effect; nearly all actives have a fitted effect of over 20% in size
Target sequence (P02791 2-175 limits assumed): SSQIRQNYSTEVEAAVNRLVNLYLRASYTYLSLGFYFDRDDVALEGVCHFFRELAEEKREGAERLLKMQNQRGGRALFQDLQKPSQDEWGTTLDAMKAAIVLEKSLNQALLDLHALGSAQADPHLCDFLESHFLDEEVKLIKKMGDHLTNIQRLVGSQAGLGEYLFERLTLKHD
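Apoferritin-based anesthetic binding model; compound displacement of fluorescent 1-AMA measured as endpoint fluorescence after 10 minutes at room temperature, scaled to free-ligand and complex controls.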
D1 ag = agonists of human D1 dopamine receptor; hit rate 1% among 360,000; AID 504660; activation, % at 2 µM; P21728; HEK293 T-REx D1 cells, calcium flux, agonist mode; in the data active = activation above about 30%; also: 0% is about no effect
Target sequence (P21728 whole entry, looked up): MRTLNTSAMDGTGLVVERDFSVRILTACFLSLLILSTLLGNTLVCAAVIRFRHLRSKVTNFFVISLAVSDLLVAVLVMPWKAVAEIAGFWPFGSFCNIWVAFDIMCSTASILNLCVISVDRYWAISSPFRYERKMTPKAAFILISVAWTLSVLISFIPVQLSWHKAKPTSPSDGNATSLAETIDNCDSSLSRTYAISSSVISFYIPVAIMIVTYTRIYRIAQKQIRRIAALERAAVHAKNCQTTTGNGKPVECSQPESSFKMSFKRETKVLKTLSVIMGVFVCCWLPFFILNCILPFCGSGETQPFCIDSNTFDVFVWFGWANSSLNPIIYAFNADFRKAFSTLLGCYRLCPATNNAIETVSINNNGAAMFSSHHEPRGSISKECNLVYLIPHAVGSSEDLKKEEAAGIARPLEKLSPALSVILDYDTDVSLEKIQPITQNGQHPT
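Agonism was scored from calcium flux recorded over 180 s (1 read/s) after pintool compound addition, following a 10-cycle baseline. Cells were inducible force-coupled HEK293 TREx D1, plated overnight at 30 C and loaded with no-wash calcium dye.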
TRHR agonist = activates the human TRH receptor. P34981. hit rate 0.18% among 360,000. TRHR cells, calcium flux fluo-8, FDSS agonist mode. activation, % at 2 µM; in the data active = activation above about 30%; also: 0% is about no effect
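In this calcium-flux screen, cells bearing human TRHR are dye-loaded with fluo-8, baselined for 10 cycles, then exposed to library compounds; positive kinetic calcium responses during the agonist phase mark hits, with TRH as control.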
TRHR PAM = allosteric enhancers of human TRH receptor | hit rate 0.66% among 360,000 | AID 493056 | P34981 | TRHR cells, fluo-8 calcium fluorescence, EC20 TRH enhancement | enhancement, % at 2 µM; in the data active = enhancement above about 30%; also: 0% is about no effect
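TRHR-expressing cells loaded with fluo-8 calcium dye were read kinetically (ex 480/em 530) during compound addition, then stimulated with an EC20 of TRH (10 nM final). Enhancement of the Gq-mediated intracellular calcium response was scored.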
D2 PAM = positive allosteric modulators of human D2 dopamine receptor. P14416. HEK293 T-REx D2, calcium flux, EC20 dopamine potentiation. potentiation, % at 10 µM. hit rate 0.34% among 340,000. AID 485347;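 active = potentiation over 3 SD above the plate norm, cut at about 30% in these data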; also: 0% is about no effect
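Calcium flux readout, no-wash dye, 1 read/s. Inducible HEK293 Trex D2 line, overnight 30 C. Compound alone 180 s (agonist flags), then EC20 dopamine, another 180 s to score potentiation.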
D1 antag = antagonists of human D1 dopamine receptor | AID 504652 | P21728 | HEK293 TREx D1 cells, calcium flux, dopamine EC80; active compounds read low | activity change, negative = inhibition, % at 10 µM | hit rate 3.2% among 360,000; in the data active = activity change below about -30%; also: % is scaled to controls: 0 for no effect and ±100 for the full control effect
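After overnight tetracycline induction at 30 C, force-coupled D1 HEK293 cells took up a no-wash calcium dye at room temperature. Compounds were added and monitored 180 s, and the response to EC80 dopamine was then recorded.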
D1 potentiator = human D1 dopamine receptor positive modulation. P21728. HEK293 TREx D1 cells, calcium flux, dopamine EC20 potentiation. potentiation, % at 10 µM. hit rate 0.036% among 360,000. AID 504651; in the data active = potentiation above about 30%; also: 0% is about no effect
Numbers without * were called inactive; ? = inconclusive; . = not tested or not shown; [ ] = remark or other dose. Unless noted, calls follow the shape of the dose curve; as a rule, active = well fitted curve in the direction sought with a large enough effect; inconclusive = small, poorly fitted or top-dose-only effect, or another doubt; inactive = no such curve, though single readings can be large; an effect the other way counts as inactive or inconclusive. Only part of the results is shown; the hit share may differ from the screen's.

entry	Structure	RXFP1 agonist	RXFP1 antag	Apoferritin bind	D1 ag	TRHR agonist	TRHR PAM	D2 PAM	D1 antag	D1 potentiator
1	CCCS(=O)(=O)c1nc(S(=O)(=O)c2ccc(C)cc2)c(N(C)Cc2ccccc2)s1	4.2%	-13	5%	35*	1.7	-7	5	-21	-2
2	CN1OC(Cn2cc(C#N)c(=O)n(C)c2=O)CC1c1ccccc1 (stereo not given)	0.9%	-15	-9%	3	0.5	-23	-12	-14	-4
3	COC(=O)C1=C(N)Oc2cc(C)n(CC3CCCO3)c(=O)c2C1c1ccc(Cl)cc1 (stereo not given)	-0.1%	4	-20%	0	0.3	-7	6	18	2
4	COc1cc(CNCc2cc(OC)c(OC)c(OC)c2)cc(OC)c1	-1.9%	-1	-7%	10	-0.2	0	2	-14	-2
5	CCc1nn(CCCC(=O)NCc2ccco2)c(=O)c2cc3occc3n12	6.2%	0	-6%	3	-0.4	-2	-1	18	-9
6	CCC(=O)c1ccc(OCc2ccc(C#N)cc2)cc1	1.0%	2	5%	-1	0.3	-6	4	-37*	-3
7	C=CCc1c(C)nc(-c2ccccc2)nc1N/N=C(\C)c1ccc(N)cc1	-0.2%	.	-21%	0	-0.2	2	21	2	0
8	CCN(C(=O)CN(C)Cc1cccc(Cl)c1Cl)c1c(N)n(Cc2ccccc2)c(=O)[nH]c1=O	0.1%	0	-5%	1	-0.4	-4	-5	11	-7
9	O=C(CN1CCN(Cc2ccccc2)CC1)Nc1ccc(Cl)cc1	6.6%	2	2%	7	0.6	-6	-17	3	-2
10	Cc1ccc(C(CC(=O)O)NC(=O)c2ccc(S(=O)(=O)N3CC(C)OC(C)C3)cc2)cc1 (stereo not given)	0.2%	4	.	2	0.1	7	12	-22	-5
11	CN(C(=O)CSc1nc(-c2ccccc2)cs1)C1CCS(=O)(=O)C1 (stereo not given)	1.8%	-6	-10%	-1	-0.8	2	3	4	0
12	O=C(COC(=O)c1ccc2ccccc2n1)Nc1cccc(S(=O)(=O)NC2=NCCCCC2)c1	0.4%	1	?	0	0.1	-3	4	3	-4
13	OCCN1CCN(CC(O)COCc2ccc3c(c2)OCO3)CC1 (stereo not given)	-0.1%	-3	-3%	3	0.1	3	-6	10	-5
14	COc1ccc(N2CCN(C(=S)Nc3cccc(C)c3)CC2)cc1	-0.7%	14	-3%	1	-1.0	-1	-2	-41*	-2
15	O=C(Cn1ncc2c3ccccc3n(Cc3ccc(F)cc3)c2c1=O)NCc1cccs1	3.7%	4	-7%	1	0.8	0	0	11	-1
16	COc1ccc(NC2CCCN(C(=O)CSc3ccccn3)C2)cc1OC (stereo not given)	-0.3%	-3	-4%	2	0.6	-9	-1	-15	-2
17	CCCCOC(=O)c1ccc(Nc2ncnc3nc[nH]c23)cc1	0.3%	.	-8%	2	0.6	2	8	0	-3
18	O=C(c1ccccc1)N1CCC(CC2CC(c3ccc(Cl)cc3)=NO2)(C(=O)NCC2CCCCC2)CC1 (stereo not given)	2.2%	.	-9%	5	-0.6	-3	5	11	-2
19	O=[N+]([O-])c1ccc(S(=O)(=O)Nc2nnc(C(F)(F)F)s2)cc1	2.0%	-3	3%	2	0.5	10	16	-52*	-7
20	O=C(Cn1cc(SCc2ccc(F)cc2)c2ccccc21)N1CCCC1	-0.4%	-18	5%	6	0.5	-5	-4	-30*	-5
21	O=C(CNC(=O)c1ccccc1F)NCc1cccnc1	-1.9%	12	-3%	3	-0.1	1	-8	-11	4
22	COc1ccccc1NC(=O)CC(=O)c1cccc([N+](=O)[O-])c1	-3.3%	1	3%	0	0.4	-3	-1	9	-8
23	CN(C(=O)c1ccccc1C(=O)OCC(=O)Nc1ccc(OC(F)F)cc1)c1ccccc1	-3.3%	-13	.	5	0.3	2	-8	2	-1
24	CCCCC(=O)Nc1ccc2c(c1)C(=O)NC2=O	0.4%	.	63%[activator]	0	0.0	-2	-5	10	.
25	CSCCC(N=C1NS(=O)(=O)c2ccccc21)C(=O)NCCc1ccccc1 (stereo not given)	-3.3%	0	-8%	2	0.3	8	-22	14	-1
26	COc1ccc(NC(=O)CSc2nc3ccccc3c(=O)[nH]2)cc1S(N)(=O)=O	3.9%	2	.	5	0.0	3	-1	2	.
27	Cc1cccc(NC2SC(=O)NC2=O)c1 (stereo not given)	0.6%	-10	-5%	0	0.3	-3	1	26	-8
28	Cc1ccc(C2=NS(=O)(=O)N(C)C(C(=O)Nc3cc(C)n(CC(=O)N4CCC(C)CC4)n3)=C2)cc1	2.4%	1	-37%	3	-0.5	1	4	-26	-8
29	COC(=O)c1ccc(C)c(NS(=O)(=O)c2ccc3c(c2)OCCO3)c1	1.4%	-10	-1%	-1	-0.6	0	-14	-6	-6
30	O=[N+]([O-])c1ccc(C2Oc3ccccc3C3CC(c4ccccc4)=NN32)s1 (stereo not given)	0.9%	.	-14%	2	0.5	3	-7	8	-5

Entries by screen from the entries so far:
Compounds 17 to 23 in RXFP1 agonist, in turn: 0.3%, 2.2%, 2.0%, -0.4%, -1.9%, -3.3%, -3.3%

(list continues)
entry	Structure	RXFP1 agonist	RXFP1 antag	Apoferritin bind	D1 ag	TRHR agonist	TRHR PAM	D2 PAM	D1 antag	D1 potentiator
31	C/C(=C\c1cccc(Br)c1)C(=O)c1c(C)cc(C)[nH]c1=O	-2.1%	1	0%	1	-0.3	5	10	0	1
32	Cn1c(=O)[nH]c(=O)c2c1nc(SCC(=O)O)n2Cc1ccccc1	3.9%	-5	-9%	4	0.1	3	0	-1	5
33	Cc1occc1-c1nnc(SCC(=O)Nc2nc(C(C)(C)C)cs2)o1	-0.8%	?	-24%	31*	0.3	-10	-14	.	-3
34	CC(C)(C)NC(=O)CN(C(=O)C1(C)CC(=O)N=C2C=CC=CN21)C1CCCC1 (stereo not given)	4.3%	-11	-4%	4	0.1	-5	4	-21	-8
35	COc1ccccc1NC(=O)C1=C(C)Nc2c(C(=O)Nc3ccc(C)cc3)cnn2C1c1cccc(OC)c1OC (stereo not given)	-1.9%	-3	-10%	1	-0.3	6	3	12	-4
36	COc1cc(OC)c(OC)cc1CN1CCCC(C(=O)N2CCCC2)C1 (stereo not given)	-0.4%	-9	33%[activator]	0	1.2	6	-7	0	-5
37	CC(C)(C)c1ccc(OC(=O)N2CCOCC2)cc1	1.1%	11	?	7	0.4	-6	-5	5	2
38	CCCc1cc(=O)n2nc(N3CCC(C(=O)N4CCN(c5ccc(OC)cc5)CC4)CC3)sc2n1	1.8%	-9	-12%	2	0.3	0	12	36	1
39	Cc1ccc(-n2c(SCC(=O)OC(C)C)nnc2-c2ccccn2)cc1	-0.3%	8	-12%	1	-0.2	6	-1	0	-2
40	O=C(NCCCN1CCOCC1)C(c1ccccc1)c1ccccc1	1.3%	2	-3%	2	1.2	10	19	-1	-2
41	CCc1ccccc1NC(=O)CCN1C(=O)C2C3CCC(C3)C2C1=O (stereo not given)	-1.4%	-6	-6%	7	-0.3	4	4	-12	5
42	Cc1cc(Cl)ccc1NC(=O)c1cc(S(=O)(=O)N2CCOCC2)cn1C	-0.8%	12	2%	4	0.3	5	-5	-3	-6
43	CNS(=O)(=O)c1cccc(C(=O)OCC(=O)NCCCc2ccccc2)c1	0.0%	-1	-11%	-1	0.0	6	-1	3	-4
44	Cc1ccc2nc(-c3ccc(N)cc3)sc2c1	17%	9	106%[activator]	2	0.1	2	-10	-27	-3
45	CC(C)(C)OC(=O)NCCCC[C@@H](C(=O)N1CCN(C(=O)OC(C)(C)C)CC1)n1cc(C(CO)NC(=O)OC(C)(C)C)nn1 (stereo not given in full)	-0.3%	.	-10%	-6	0.1	-3	4	9	-2

Some of these compounds in order of molecular weight, falling.
entry	Structure	RXFP1 agonist	RXFP1 antag	Apoferritin bind	D1 ag	TRHR agonist	TRHR PAM	D2 PAM	D1 antag	D1 potentiator
38	CCCc1cc(=O)n2nc(N3CCC(C(=O)N4CCN(c5ccc(OC)cc5)CC4)CC3)sc2n1	1.8%	-9	-12%	2	0.3	0	12	36	1
37	CC(C)(C)c1ccc(OC(=O)N2CCOCC2)cc1	1.1%	11	?	7	0.4	-6	-5	5	2
44	Cc1ccc2nc(-c3ccc(N)cc3)sc2c1	17%	9	106%[activator]	2	0.1	2	-10	-27	-3

The results go on:
entry	Structure	RXFP1 agonist	RXFP1 antag	Apoferritin bind	D1 ag	TRHR agonist	TRHR PAM	D2 PAM	D1 antag	D1 potentiator
46	O=C(N/N=C/c1c(Cl)cccc1Cl)c1ccccc1F	0.4%	-13	9%	1	-0.4	0	.	20	1
47	Cc1csc2nc(-c3cccc(NC(=O)c4ccccc4Cl)c3)cn12	2.6%	.	-13%	-1	0.6	3	6	-14	0
48	Cc1cc(C)c([N+](=O)[O-])cc1NC(=O)CCSc1ccccc1Cl	0.2%	17	-14%	5	-0.3	-1	-7	-35*	1
49	Cc1cccc(C)c1NC(=O)N1CC(C)OC(C)C1 (stereo not given)	0.7%	-6	-8%	2	-0.3	1	-9	10	2
50	COc1cccc(OCCSc2nc3ccccc3n2CC(=O)N2CCOCC2)c1	1.3%	.	-20%	2	-0.9	0	-2	0	-2
51	Cc1cc(S(=O)(=O)Nc2ccc(C(=O)NCC(c3ccco3)N3CCCC3)cc2)ccc1F (stereo not given)	-2.4%	-3	-14%	3	1.2	-2	2	16	6
52	O=C1C=C(/C=C/c2ccccc2)C[C@@H](c2ccc3c(c2)OCO3)C1	-0.5%	.	.	6	0.7	1	5	25	-4
